From PubChem BioAssay
OX1R antag-1: blocks the human orexin 1 receptor; O43613; OX1R-expressing cells, FRET antagonist read-out; inhibition, % at 6.6 µM; 1.8% of 330,000 active; AID 485270; in the data active = inhibition mostly above about 38%, no sharp cut-off; inactive = mostly below about 40%;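 also: 0% = agonist challenge alone and 100% = reference antagonist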
Target sequence (O43613 whole entry, looked up): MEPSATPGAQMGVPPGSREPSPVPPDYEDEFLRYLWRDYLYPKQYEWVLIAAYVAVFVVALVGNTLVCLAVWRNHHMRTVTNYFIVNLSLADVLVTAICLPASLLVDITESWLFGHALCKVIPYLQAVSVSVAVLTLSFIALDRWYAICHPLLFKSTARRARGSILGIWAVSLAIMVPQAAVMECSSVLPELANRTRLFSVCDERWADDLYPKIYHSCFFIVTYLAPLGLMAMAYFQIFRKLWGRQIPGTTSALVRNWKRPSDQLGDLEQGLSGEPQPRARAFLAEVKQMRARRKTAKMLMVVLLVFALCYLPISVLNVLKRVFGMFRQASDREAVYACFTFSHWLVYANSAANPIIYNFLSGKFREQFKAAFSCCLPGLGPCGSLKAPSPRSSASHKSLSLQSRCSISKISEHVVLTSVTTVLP
STK33 kinase inh: inhibitors of human STK33 kinase. AID 2661. 0.073% of 320,000 active. purified STK33, MBP phosphorylation, ADP-Glo luminescence. Q9BYT3. inhibition, % at 10 µM;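 active = inhibition at or above 25%, using the most active replicate where run in duplicate; inactive = inhibition below 25%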
Target sequence (Q9BYT3 whole entry, looked up): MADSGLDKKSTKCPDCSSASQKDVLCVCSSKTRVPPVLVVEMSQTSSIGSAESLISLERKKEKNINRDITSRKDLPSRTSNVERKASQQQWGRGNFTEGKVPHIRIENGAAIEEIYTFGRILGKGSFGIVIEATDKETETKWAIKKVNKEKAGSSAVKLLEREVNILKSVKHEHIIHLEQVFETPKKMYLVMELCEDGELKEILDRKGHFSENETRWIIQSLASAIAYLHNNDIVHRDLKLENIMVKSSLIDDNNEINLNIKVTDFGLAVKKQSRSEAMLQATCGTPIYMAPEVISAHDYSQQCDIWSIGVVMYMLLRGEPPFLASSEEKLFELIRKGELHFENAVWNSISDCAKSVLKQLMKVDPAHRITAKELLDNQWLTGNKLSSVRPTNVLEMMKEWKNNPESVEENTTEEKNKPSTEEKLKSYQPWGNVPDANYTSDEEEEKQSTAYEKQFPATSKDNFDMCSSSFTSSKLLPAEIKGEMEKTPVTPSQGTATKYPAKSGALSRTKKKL
OX1R antag-2: antagonists of human orexin 1 receptor | 0.43% of 330,000 active | O43613 | inhibition, % at 5 µM | CHO/OX1R cells, Fluo-8 calcium fluorescence, orexin A | AID 434989;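 active = inhibition above its plate's threshold, mean inhibition of all tested compounds on the plate plus 3 SD, cut at about 37% in these data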;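 also: 0% = orexin A challenge wells and 100% = SB-334867-A antagonist wells; not every result past the cut was called active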
* hit, by the source's call; nt = not tested or not shown. Compounds as they come; overall some 2.2% were active at least once.

SMILES | OX1R antag-1 | STK33 kinase inh | OX1R antag-2
N/C(=N\OC(=O)c1cccc(C(F)(F)F)c1)c1cnccn1 | 8.2 | -2.1 | 1.0
CCOc1ccc(Cc2c(C)[nH]c3ccc(C(=O)O)cc3c2=S)cc1 | 1.6 | -2.1 | -6.4
CC(C)(C)NC(=O)Cn1nnc(-c2cccs2)n1 | -0.4 | 0.4 | -2.4
CNS(=O)(=O)c1ccc(Oc2ccc(S(=O)(=O)NC)cc2)cc1 | 32.4 | -2.4 | 4.4
Cn1c(SCc2c(Cl)cccc2Cl)nnc1-c1cccs1 | 18.1 | 0.0 | -17.1
O=C1CC(N2CCN(Cc3ccccc3)CC2)C(=O)N1CCc1ccccc1 (stereo not given) | 6.8 | -0.9 | -24.9
O=C(COc1ccc(Br)cc1)N(Cc1cccs1)C1CCS(=O)(=O)C1 (stereo not given) | 3.9 | -0.5 | 1.5
COc1cccc(NC(=O)CN(C)C(=O)c2ccc(-c3cccc(C(F)(F)F)c3)o2)c1 | 6.2 | 0.4 | -32.7
COc1cccc(NC(=O)Cn2c(CCC(=O)O)ccc2-c2ccc(Cl)cc2)c1 | 11.3 | -1.9 | -23.4
C[N+]1([O-])[C@@H]2Cc3cc4c(cc3[C@@H]1Cc1cc3c(cc12)OCO3)OCO4 (stereo not given in full) | 15.3 | -0.6 | -9.2
COc1ccc(/C=N/NC(=O)c2cc(=O)[nH]c3ccccc23)cc1OC | 17.2 | 0.9 | 1.7
CC(C)c1nc(SCC(=O)NC(=O)NC(C)(C)C)n[nH]1 | 5.5 | 0.8 | -12.6
CCCC(=O)c1ccc2c(c1)OCCO2 | 13.9 | -0.4 | -5.2
COc1ccccc1-c1csc(-n2ncc(C#N)c2N)n1 | 21.8 | 0.7 | 2.5
CC[C@H](C)[C@H](NC(N)=O)C(=O)NCCc1ccc(OC)c(OC)c1 | 7.8 | -1.0 | 1.4
CSCCNC(=O)c1ccc(OC2CCN(S(=O)(=O)N(C)C)CC2)cc1 | -6.7 | -6.2 | -3.7
O=C(NC1CC2CCCC(C1)N2Cc1ccccc1)c1cccc(F)c1 (stereo not given) | 5.4 | -1.5 | -25.8
CC1CCCN(C(=O)Cn2nnc(-c3ccc(S(C)(=O)=O)cc3)n2)C1 (stereo not given) | 3.1 | -1.0 | -8.5
Cc1csc2ncc(C(=O)N3CCCc4ccccc43)c(=O)n12 | 3.2 | -0.4 | -13.0
CN(Cc1ccccc1)c1ccc(N2C(=O)CCC2=O)cc1[N+](=O)[O-] | 18.1 | -0.3 | -12.6
O=C(Nc1ccccc1)C1=C[C@@H](c2coc3ccccc3c2=O)C[C@@H](OCc2ccc(CO)cc2)O1 | 27.3 | 0.4 | -24.1
COc1cccc(C(=O)COC(=O)C(C)N2C(=O)c3ccccc3C2=O)c1 (stereo not given) | 4.1 | -0.9 | -13.4
COCCN1C(=O)N[C@@H](c2cccc(C(F)(F)F)c2)[C@H](C(=O)OC)[C@H]1C | 29.9 | 0.0 | -18.4
COc1ccc(S(=O)(=O)Nc2cc(S(=O)(=O)N3CCOCC3)ccc2OC)cc1 | 1.9 | -2.2 | -11.3
CNC(=S)NNC(=O)c1ccc(C(C)(C)C)cc1 | 5.8 | -1.2 | -3.8
O=c1c2ccccc2nc2n1C(CSCc1ccccc1)CS2 (stereo not given) | 22.8 | 0.2 | -3.3
COc1ccccc1C1C(C#N)=C(N)Oc2c1c(-c1ccccc1)nn2-c1ccccc1 (stereo not given) | 49.6 | -0.4 | -5.7
Cc1noc(C)c1COC(=O)CN(C)S(=O)(=O)c1ccc(Cl)cc1 | 11.1 | -0.3 | -17.8
COc1ccc(N2CCN(c3nc4c(c(=O)n(C)c(=O)n4C)n3CCCc3ccccc3)CC2)cc1 | -1.3 | -1.9 | -15.7
CC1(C)CC(NS(=O)(=O)c2ccc(C(C)(C)C)cc2)CC(C)(C)N1 | 5.1 | -1.0 | -7.8

Results in STK33 kinase inh (3 entries from above):
canonical_smiles | STK33 kinase inh
COc1ccc(S(=O)(=O)Nc2cc(S(=O)(=O)N3CCOCC3)ccc2OC)cc1 | -2.2
CNC(=S)NNC(=O)c1ccc(C(C)(C)C)cc1 | -1.2
O=c1c2ccccc2nc2n1C(CSCc1ccccc1)CS2 (stereo not given) | 0.2

The list continues.
SMILES | OX1R antag-1 | STK33 kinase inh | OX1R antag-2
CC1S/C(=N/N=C/c2ccco2)N(Cc2ccc(F)cc2)C1=O (stereo not given) | 12.5 | -2.2 | -11.7
CC(C)(C)c1ccc(-c2noc(-c3ccno3)n2)cc1 | 20.5 | -0.7 | -17.6
O=C(c1ccc(Cl)c(S(=O)(=O)N2CCOCC2)c1)N1CCCCCC1 | 4.1 | -1.2 | -28.7
CC(C)Nc1nnc(SCC(=O)c2c[nH]c3ccccc23)s1 | 13.6 | -1.1 | -10.5
COc1cc(OC)c(OC)cc1CN(C)CCc1ccccn1 | 39.8 | 1.6 | -9.2
O=C(NCc1ccccc1F)c1ccc2c(c1)OCO2 | -1.2 | 1.9 | 4.3
CCN(C(=O)c1ccco1)C1C2CC3CC(C2)CC1C3 (stereo not given) | 2.1 | -0.7 | -9.3
O=C(COC(=O)/C=C/c1cccc([N+](=O)[O-])c1)NCc1ccco1 | 16.3 | 0.1 | -19.9
COc1ccc(-c2csc3ncn(CC(=O)N4CCOCC4)c(=O)c23)cc1 | 19.3 | -2.7 | -25.1
Cc1ccc(OC(=O)COc2ccccc2)c(-n2nc3ccccc3n2)c1 | 20.8 | 0.6 | -12.9
COc1ccc(/C=N/NC(=S)NCC2CCCO2)cc1 (stereo not given) | 15.8 | 0.1 | -14.0
Cc1ccc(SCc2ccc(C(=O)NCc3cccnc3)cc2)cc1 | 12.3 | -1.3 | 2.8
N#Cc1c(Cl)nsc1NCCN1CCOCC1 | 1.6 | -0.5 | -12.4
CCN1C(=O)C(CC(=O)Nc2ccc(F)cc2)N(Cc2ccco2)C1=S (stereo not given) | 5.8 | 7.8 | -4.9
COc1cccc(-c2cc3nc4c(c(N5CCC6(CC5)OCCO6)n3n2)CCCC4)c1 | 25.1 | 0.9 | -17.6

In the list so far, these have a CF3 group:
SMILES | OX1R antag-1 | STK33 kinase inh | OX1R antag-2
N/C(=N\OC(=O)c1cccc(C(F)(F)F)c1)c1cnccn1 | 8.2 | -2.1 | 1.0
COc1cccc(NC(=O)CN(C)C(=O)c2ccc(-c3cccc(C(F)(F)F)c3)o2)c1 | 6.2 | 0.4 | -32.7
COCCN1C(=O)N[C@@H](c2cccc(C(F)(F)F)c2)[C@H](C(=O)OC)[C@H]1C | 29.9 | 0.0 | -18.4

Additional entries follow.
SMILES | OX1R antag-1 | STK33 kinase inh | OX1R antag-2
CC(C)n1ncc2c(C(=O)Nc3ccc(S(C)(=O)=O)cc3)cc(C3CC3)nc21 | -1.1 | -2.0 | -17.2
COCCCNC(=O)CN1C(=O)CSc2ccc(S(=O)(=O)N3CCOCC3)cc21 | 11.3 | 0.9 | -10.6
Cc1ccc(OCCC(=O)OCC(=O)Nc2ccc(C)cc2Cl)cc1 | 14.5 | -1.0 | -16.0
COc1ccc(CN2C(=O)C(C)S/C2=N/N=C/c2ccco2)cc1 (stereo not given) | 8.4 | -3.1 | -28.3
Cc1cc(C)c(S(=O)(=O)N2CCCC2=O)c(C)c1 | 28.6 | 2.2 | 8.9
COc1ccccc1OCC(=O)c1[nH]c(C)c(C(C)=O)c1C | 82.2* | -1.9 | 33.3
CCOc1ccccc1C(=O)N(C)Cc1cc2cc(OC)ccc2[nH]c1=O | 18.0 | -1.5 | -29.0
O=C(CN1C(=O)NC(Cc2c[nH]c3ccccc23)C1=O)Nc1ccc(Br)cc1F (stereo not given) | 9.5 | -0.5 | -17.2
COc1cc(/C=C2\CCc3c2nc2ccccc2c3C(=O)O)cc(OC)c1OC | 6.7 | -1.0 | -25.7
CSc1nsc(SC)c1C(=O)NC(=O)Nc1cccnc1 | 7.8 | -0.3 | -17.8
COc1ccc(-n2ncc3c2CC(C)(C)CC3NC(=O)CCC2=NNC(=O)CC2)cc1 (stereo not given) | 10.2 | -0.1 | -9.8
O=[N+]([O-])c1ccc(NCCCNS(=O)(=O)c2ccccc2)c(Cl)c1 | 15.4 | -0.6 | 0.5
O=S(=O)(c1cccc(F)c1)N1CCN(C(=S)NCc2ccccc2)CC1 | 9.1 | 0.4 | -9.3
Cn1c(SCC(=O)NCC2CCCO2)nnc1-c1c[nH]c2ccccc12 (stereo not given) | -4.0 | -0.8 | -5.4
CC1(C)CC(NC(=O)COc2ccc3c4c(c(=O)oc3c2)CCCC4)CC(C)(C)N1 | -1.1 | 0.9 | -3.8

Record cards, as listed above. Order of values: OX1R antag-1	STK33 kinase inh	OX1R antag-2
CCOc1ccccc1C(=O)N(C)Cc1cc2cc(OC)ccc2[nH]c1=O is listed as 18.0	-1.5	-29.0
Cc1ccc(OCCC(=O)OCC(=O)Nc2ccc(C)cc2Cl)cc1 is listed as 14.5	-1.0	-16.0
O=C(CN1C(=O)NC(Cc2c[nH]c3ccccc23)C1=O)Nc1ccc(Br)cc1F (stereo not given) is listed as 9.5	-0.5	-17.2
Cc1cc(C)c(S(=O)(=O)N2CCCC2=O)c(C)c1 is listed as 28.6	2.2	8.9
CC(C)n1ncc2c(C(=O)Nc3ccc(S(C)(=O)=O)cc3)cc(C3CC3)nc21 is listed as -1.1	-2.0	-17.2

(continued)
SMILES | OX1R antag-1 | STK33 kinase inh | OX1R antag-2
CS(=O)(=O)c1ccc(-c2nnc(NC(=O)C3=COCCO3)o2)cc1 | 15.0 | -1.9 | -11.8
Cc1ccc(OCC(=O)N/N=C/c2cn(C)c3ccccc23)cc1 | 8.1 | -10.4 | -8.3
CC(C)Cn1c(SCC(=O)N2CCCc3ccccc32)nc2ccccc2c1=O | 16.2 | -2.1 | -27.9
COc1ccc(CN2CCN(C(=O)c3cccc4ccccc34)CC2)c(OC)c1OC | 2.6 | -1.0 | -18.6
CCOC(=O)C/C(C)=N\Nc1ccc([N+](=O)[O-])cc1[N+](=O)[O-] | 55.3* | 0.5 | -16.0
CC(C(=O)O)N1CCCCC1 (stereo not given) | 8.7 | -0.6 | -7.0
O=C(NCCN1CCOCC1)c1ccc2c(c1)N(Cc1cccc(F)c1)C(=O)c1ccccc1S2 | 9.0 | 0.4 | -18.6
COc1ccccc1C1CCN(Cc2ccc(Cl)c(Cl)c2)CC1 | -6.4 | -1.7 | -12.3
O=C(CSc1ccsc1[N+](=O)[O-])N1CCN(c2ccccn2)CC1 | 29.5 | -1.7 | -9.5
NC(=O)c1cc([N+](=O)[O-])ccc1NCc1ccccn1 | 24.5 | 1.5 | 12.7
O=C(COC(=O)CNC(=O)c1ccc(Br)cc1)Nc1nnc(-c2ccccc2)o1 | 11.9 | 1.5 | -3.0
C[C@H](NC(=O)c1nc[nH]c1C(=O)N1CCN(C(=O)OC(C)(C)C)CC1)C(=O)OCc1ccccc1 | 31.3 | -0.4 | -19.7
Cc1ccc(NC(=O)COC(=O)c2c(-c3ccccc3)noc2C)cc1 | 9.0 | 13.6 | 0.4
Cc1ccc(OCCC(=O)OCC(=O)c2c(N)n(CC(C)C)c(=O)n(C)c2=O)cc1 | 18.5 | -0.5 | 17.1
O=C1CN(c2nc(-c3cccs3)nc3sc4c(c23)CCCC4)CCN1 | 35.3 | 0.8 | -28.3
COC(=O)c1c(C)[nH]c(C=O)c1-c1ccccc1 | 10.7 | -4.8 | -11.9
CCS(=O)(=O)N1CCC(C(=O)NCc2ccc3c(c2)OCO3)CC1 | 11.6 | -4.0 | -2.5
COc1ccc2[nH]c(C)c(CCN3C(=O)C4CC=CCC4C3=O)c2c1 (stereo not given) | 13.4 | 1.1 | -32.0
O=C(CCN1C(=O)c2ccccc2C1=O)N1CCN(Cc2ccccc2)CC1 | 5.2 | 1.0 | -17.2
O=C(Cc1ccccc1)Nc1cccc(NC(=O)c2cccs2)c1 | 27.8 | -1.0 | -20.8
COc1ccc(-c2noc(CN3CCCC(OCc4ccccn4)C3)n2)cc1 (stereo not given) | 11.5 | nt | -16.6
COc1ccc(C(=O)NNC(=O)C2CCCO2)cc1 (stereo not given) | 5.7 | -0.1 | -11.3
Cc1nnc(NC(=O)c2c(-c3ccccc3Cl)noc2C)s1 | 12.3 | 0.3 | -34.4
O=C(O)CCC1OC(=O)C(O)=C1c1ccccc1 (stereo not given) | 17.7 | 1.9 | -6.9
Cc1cccc2cc(CN(CCN3CCOCC3)C(=O)NCc3ccccc3)c(=O)[nH]c12 | 12.2 | 0.5 | -12.5
O=C(O)c1ccc2c(c1)C(=O)N(CCC1=CCCCC1)C2=O | 18.3 | 0.4 | 9.9
CN(CC(=O)NC1(C)CCS(=O)(=O)C1)S(=O)(=O)c1ccc(Cl)cc1 (stereo not given) | 10.4 | -0.7 | -2.2
Cc1cccc(C)c1Nc1nnc(SCC(=O)NCc2ccco2)s1 | 7.6 | -0.9 | -1.2
O=C(COc1ccc(Cl)cc1)NCc1nnc(SCC(=O)Nc2ccc3c(c2)OCCO3)o1 | 8.9 | -0.9 | -17.2
Cc1ccc(-n2c(CNc3ccc(F)cc3)nnc2SCC(=O)O)cc1 | 7.4 | -1.0 | -19.0
CC(C)=C(NC(=O)c1ccccc1)C(=O)Nc1cccc(C(=O)O)c1 | 23.7 | -2.0 | -8.2
CNC(=S)N/N=C/c1c(C)nn(-c2cccc(Cl)c2)c1Cl | 40.5 | 0.1 | 1.1
COc1ccc(C(c2c(O)nc[nH]c2=O)c2c(O)nc[nH]c2=O)cc1 | 2.5 | -0.3 | -3.1
Cn1c2c(c(=O)n(C)c1=O)C(c1cc3c(cc1Br)OCO3)CC(=O)N2 (stereo not given) | 3.5 | 0.0 | -2.6
CCCC(C(=O)O)N1C(=O)/C(=C2\C(=O)N(C)c3ccccc32)SC1=S (stereo not given) | 19.5 | 1.7 | -18.9
CSc1ncccc1C(=O)OCC(=O)c1cc(C)n(CC2CCCO2)c1C (stereo not given) | 25.0 | -0.5 | -14.8
